Compound activity deposited in PubChem BioAssay by Sanford-Burnham Center for Chemical Genomics.
APJ agonist: activates the human apelin receptor APJ | activation, % at 20 µM | CHO-K1 APJ PathHunter beta-arrestin, luminescence; 0% DMSO wells, 100% apelin | P35414 | 0.11% of 330,000 active;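 active means activation more than six SD over the plate average, tested at 20 µM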;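 further: 0% = DMSO alone and 100% = apelin-13 at 10 nM; some results filed as inactive read as strong as hits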
Target sequence (P35414 whole entry, looked up): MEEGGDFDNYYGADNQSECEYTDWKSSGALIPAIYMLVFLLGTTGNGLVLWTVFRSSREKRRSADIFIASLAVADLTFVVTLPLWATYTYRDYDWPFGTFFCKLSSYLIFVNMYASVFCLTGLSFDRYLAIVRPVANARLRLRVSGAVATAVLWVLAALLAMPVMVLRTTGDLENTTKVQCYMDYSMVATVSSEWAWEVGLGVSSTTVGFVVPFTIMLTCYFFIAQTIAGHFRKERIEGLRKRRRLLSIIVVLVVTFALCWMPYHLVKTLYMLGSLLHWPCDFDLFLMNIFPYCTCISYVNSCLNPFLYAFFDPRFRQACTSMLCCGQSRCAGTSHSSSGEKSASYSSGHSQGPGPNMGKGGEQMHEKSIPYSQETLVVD
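Test system: CHO-K1 APJ beta-arrestin complementation cell line. Amount: cell density 1000 per well. Controls: DMSO negative, 10 nM Apelin-13 positive. Signal: luminescent beta-gal fragment complementation, chemiluminescent substrate. Read-out basis: agonist-driven arrestin binding to APJ. Timing: compound stimulation 90 min at 25 °C, detection 60 min.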
APJ antag: antagonists of human APJ apelin receptor. P35414. CHO-K1 APJ beta-arrestin complementation, luminescence. inhibition, % at 20 µM. 0.32% of 330,000 active;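 active means inhibition above about 40% at 20 µM, limit read from the data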;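 further: cells challenged with 10 nM apelin-13 agonist together with compound; plate controls were apelin-13 plus DMSO wells for no effect and DMSO wells lacking apelin-13 for full effect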
MPTP inh: permeability transition pore inhibition | inhibition, % at 10 µM | 1.4% of 360,000 active | isolated mouse mitochondria, Ca2+ swelling absorbance, 30 min | AID 602449;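 active means inhibition of 50% or more, scaled per plate between neutral and stimulator controls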;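 further: 0% = DMSO wells given calcium and 100% = 1 mM EGTA wells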
TIM10 inh: growth inhibitors of TIM10 yeast strain; S. cerevisiae TIM10 strain growth, BacTiter-Glo luminescence, 24 h; inhibition, % at 10 µM; 1.4% of 330,000 active;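 active means inhibition of 40% or more at the single tested concentration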;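 further: wild-type TIM10 isogenic control strain grown at permissive 25 °C; 0% = DMSO yeast wells and 100% = minimal medium wells without yeast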
beta cell repl: induces beta-cell replication in MIN6 cells. MIN6 cells proliferation, ATPlite luminescence, 48 h; cells starved in 0.2% serum; 100% = growth in 10% serum. proliferation, % at 10 µM. 0.29% of 330,000 active. AID 2380;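 active means compounds whose signal lies at least 3.5 SD above the mean of all wells on their plate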;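 further: 0% = DMSO-treated cells in low-serum medium and 100% = 10% serum control; some compounds called inactive have numbers as strong as hits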
tim23-1 inh: inhibits growth of tim23-1 mutant yeast; S. cerevisiae tim23-1 growth, BacTiter-Glo luminescence, 24 h; inhibition, % at 20 µM; 1.3% of 330,000 active;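 active means growth inhibition of the mutant yeast at or above 50%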;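 further: temperature-sensitive mutant grown at 25 °C; plate controls were DMSO-treated mutant yeast for no effect and medium wells lacking yeast for full effect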
tim10-1 inh: tim10-1 yeast growth inhibition. S. cerevisiae tim10-1 ts strain growth, BacTiter-Glo, 24 h. 2.2% of 330,000 active. inhibition, % at 20 µM;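 active means inhibition of at least 40%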;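 further: mutant grown at 25 °C; 0% = DMSO wells with yeast and 100% = wells holding no yeast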
GRIN3A LBD mod: modulates the human NR3A ligand-binding domain; NR3A LBD differential scanning fluorimetry, Tm shift; 0% = protein alone, 100% = glycine-bound protein; Tm shift relative to glycine control, % at 25 µM; 2.5% of 340,000 active;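 active means melting temperature shift of at least 10% of the positive control shift, at one fixed dose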
NALP3 yeast inh: NALP3 inhibition in yeast. Yeast reconstituted NLRP3/ASC/caspase-1, beta-gal luminescence, 24 h. inhibition, % at 10 µM. 0.39% of 330,000 active;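 active means inhibition of 50% or more; inactive means inhibition below 50%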;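 further: plate controls were induced DMSO wells for no effect and uninduced yeast grown without galactose for full effect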
An asterisk follows results filed as active; nt = not tested or not shown.

Every second line gives: TIM10 inh | beta cell repl | tim23-1 inh | tim10-1 inh | GRIN3A LBD mod | MPTP inh | APJ agonist | APJ antag | NALP3 yeast inh
- O=C(COC(=O)CCS(=O)(=O)c1ccccc1)Nc1ccccc1
 : 5.6 | -0.2 | 19.2 | 9.2 | 1.2 | -1.1 | 4.6 | -11.7 | 1.5
- O=C1NCCN1C(=O)c1ccccc1F
 : -4.2 | -3.2 | -0.9 | 1.0 | -0.3 | 0.4 | -3.7 | -7.4 | 2.6
- C=CCc1cccc(/C=C/c2cc(=O)c3ccccc3[nH]2)c1O
 : 13.4 | 0.0 | 4.2 | 10.0 | -29.5 | 59.8* | -1.4 | -8.0 | 16.5
- CNC(=O)/C=C/c1cc(C(=O)c2ccc(Cl)cc2Cl)cn1C
 : 9.5 | 1.1 | 6.2 | 2.4 | -0.4 | -1.3 | -2.6 | 8.2 | 6.6
- S=C(Nc1ccc(Oc2ccccc2)cc1)N1CCOCC1
 : -9.3 | -3.9 | 16.1 | 27.0 | 0.5 | 1.8 | -2.7 | -15.4 | 15.4
- O=C(NCCc1ccccc1)N1CCCC(CNS(=O)(=O)Cc2ccccc2)C1 (stereo not drawn)
 : 6.2 | 1.0 | 10.1 | -0.5 | 2.2 | -3.3 | -3.1 | -3.7 | 0.6
- CN1C(=O)NC(NC(=O)c2ccncc2)(C(F)(F)F)C1=O (stereo not drawn)
 : 7.8 | -0.9 | 3.5 | 10.1 | -2.0 | -0.2 | -2.8 | -12.3 | 7.5
- Cc1cccc(NS(=O)(=O)c2cc3c4c(c2)CC(=O)N4CCC3)c1C
 : 13.2 | -4.2 | -4.0 | 8.0 | 0.4 | -0.6 | -3.2 | 18.1 | 5.3
- CCCN1C(=O)SC(CC(=O)Nc2ccc(Br)cc2)C1=O (stereo not drawn)
 : 21.9 | -2.8 | -1.9 | 26.6 | -1.7 | -2.1 | 7.3 | -0.7 | 24.3
- CCS(=O)(=O)c1ccc2oc(SCC(=O)NC3CCCC(C)C3C)nc2c1 (stereo not drawn)
 : 9.9 | 4.2 | 22.2 | 13.9 | 8.1 | -3.5 | -1.1 | 11.6 | 17.6
- O=C(O)c1ccccc1C(=O)Nc1ccc(Oc2ccccc2)cc1
 : 9.6 | -0.6 | 2.3 | 5.6 | 2.9 | 3.2 | -2.6 | -1.4 | 29.2
- COc1ccc2sc(-c3ccccc3OC)c(C#CC(C)(C)O)c2c1
 : 10.8 | -6.6 | 28.5 | 8.1 | -8.6 | 1.8 | -2.1 | 0.8 | 8.1
- COc1cc(-c2ccccc2)[nH]c(=S)n1
 : -6.2 | -6.6 | 10.0 | 5.7 | 3.2 | -0.6 | -2.2 | 14.5 | 6.2
- O=c1c(-c2ccccc2)c[nH]n1-c1cccc([N+](=O)[O-])c1
 : 0.1 | -2.2 | -0.5 | -17.0 | -2.8 | 3.3 | -5.8 | 33.7 | 3.4
- O=C(NC(=S)Nc1cccc2ncccc12)c1ccccc1
 : -2.4 | -2.7 | 19.1 | 24.4 | 0.1 | -0.2 | -3.5 | 11.6 | 8.4
- COc1ccc(-c2c(C#Cc3ccsc3)c3cc(-c4cccc5[nH]ccc45)ccc3n2C)cc1
 : 5.1 | -4.9 | 11.3 | 21.0 | 0.7 | -0.9 | 0.7 | -9.7 | 9.6
- CSc1ccccc1NC(=O)Nc1cccc(Cl)c1
 : 32.8 | -3.2 | 31.5 | 4.6 | 10.4* | 61.7* | -3.0 | 25.7 | 19.8
- NS(=O)(=O)c1cnccc1NCCc1ccccc1
 : 9.9 | 1.9 | 4.3 | 1.2 | 1.0 | 0.4 | -3.8 | -5.4 | 8.8
- COc1ccc(N2CSC3=C(C#N)C(c4cccc(OC)c4OC)CC(=O)N3C2)cc1 (stereo not drawn)
 : -7.0 | -3.8 | 20.3 | 23.8 | 1.7 | -2.2 | 11.7 | -10.5 | 32.1
- Cc1nc(C)n(CC(O)COc2ccc(C(=O)c3ccccc3)cc2)n1 (stereo not drawn)
 : -10.6 | -2.6 | 9.1 | 17.9 | -0.8 | 1.3 | -1.3 | -9.9 | 2.9

Continued, starting with the last 2 of the part before.
Every second line gives: TIM10 inh | beta cell repl | tim23-1 inh | tim10-1 inh | GRIN3A LBD mod | MPTP inh | APJ agonist | APJ antag | NALP3 yeast inh
- COc1ccc(N2CSC3=C(C#N)C(c4cccc(OC)c4OC)CC(=O)N3C2)cc1 (stereo not drawn)
 : -7.0 | -3.8 | 20.3 | 23.8 | 1.7 | -2.2 | 11.7 | -10.5 | 32.1
- Cc1nc(C)n(CC(O)COc2ccc(C(=O)c3ccccc3)cc2)n1 (stereo not drawn)
 : -10.6 | -2.6 | 9.1 | 17.9 | -0.8 | 1.3 | -1.3 | -9.9 | 2.9
- CNC(=O)COc1coc(CN2CCN(c3ccc(F)cc3)CC2)cc1=O
 : 7.3 | 1.0 | 1.8 | -9.2 | 0.5 | -2.5 | -1.9 | 5.2 | 7.5
- CCOC(=O)c1c(/N=C/c2cccc(C)c2O)sc2c1CCN(C)C2
 : 8.7 | 0.0 | 11.6 | 11.8 | -6.1 | 71.3* | -2.1 | -3.9 | -10.4
- COc1cc(C(=S)N2CCCCC2)ccc1OCC(=O)Nc1ccccc1Cl
 : 3.0 | -3.2 | 3.2 | 3.6 | 1.1 | -0.6 | -0.7 | 9.8 | 19.4
- CCOc1ccc2nc(NS(=O)(=O)c3ccc(NC(C)=O)cc3)sc2c1
 : -0.2 | -2.5 | 22.6 | 20.7 | -3.3 | -0.5 | -0.4 | -11.7 | 19.9
- CCn1c(SCC(=O)N2CCCC2)nc2ccccc2c1=O
 : -19.9 | -2.0 | 0.4 | 15.2 | 0.4 | 1.7 | -2.4 | -2.7 | 11.5
- COc1ccc(S(=O)(=O)Nc2ccccn2)c(C)c1C
 : 3.9 | -0.2 | 10.2 | 7.6 | 1.4 | 1.8 | -5.0 | -12.2 | -9.0
- CN1CCN(C(CNC(=O)c2ccc(Br)o2)c2ccc(F)cc2)CC1 (stereo not drawn)
 : -4.3 | -2.3 | -30.5 | -20.0 | 2.3 | -0.3 | -2.7 | -27.9 | 19.1
- O=C(Nc1nc(-c2ccccc2)cs1)C1COc2ccccc2O1 (stereo not drawn)
 : 41.1* | -4.6 | 43.7 | 23.5 | -2.3 | 1.4 | -1.0 | -2.2 | 7.8
- CCCCn1c(SCC(=O)c2ccccc2)nc2c1c(=O)[nH]c(=O)n2C
 : -0.8 | -1.5 | 6.0 | -0.6 | -1.8 | 1.2 | 3.0 | -0.6 | 0.7
- CCC(C)N(C(=O)COc1ccc(NC(C)=O)cc1)C1CCS(=O)(=O)C1 (stereo not drawn)
 : -6.4 | -1.7 | -17.7 | 14.2 | 0.3 | 1.0 | -3.4 | 11.3 | 6.2
- COc1ccc(-c2csc(N(CCCN3CCOCC3)C(=O)c3ccco3)n2)cc1
 : 8.7 | -2.2 | 22.3 | -18.1 | 3.1 | -1.0 | -4.7 | -13.9 | 12.4
- Clc1ccc(-c2[nH]ncc2N=Nc2ccccc2)cc1
 : 37.6 | -6.4 | 67.7* | 29.9 | -9.7 | 2.2 | -4.9 | 0.2 | 27.7
- CSc1ccccc1C(=O)N(C)C(c1ccccc1)c1ccccc1
 : -4.7 | 0.0 | 22.4 | 13.9 | -2.9 | 0.3 | -2.1 | 22.3 | -5.5
- CSc1nnc(C)c(/C=C/Nc2ccc(F)cc2)n1
 : 17.4 | -1.8 | 27.1 | 13.0 | -1.5 | 0.1 | -4.2 | 7.6 | 12.1
- CCN(CC)CC(=O)N1N=C(c2cccs2)CC1c1ccco1 (stereo not drawn)
 : 6.7 | -2.8 | 4.8 | 4.5 | -0.4 | 0.0 | -1.7 | 27.5 | 15.6
- CN(C(=O)c1ccccc1)c1ccc(OCC(=O)NC2CCS(=O)(=O)C2)cc1 (stereo not drawn)
 : -0.1 | -2.5 | 8.7 | -11.9 | 0.5 | -0.7 | -0.1 | 3.5 | 0.4
- Cc1ccc(NC(=O)C2CC(=O)N/C(=N/N=C/c3ccco3)S2)cc1C (stereo not drawn)
 : -12.5 | -1.0 | -4.9 | 7.6 | -0.4 | 0.3 | -0.2 | 13.1 | 8.5
- Cc1ccc(NC(=O)CN2CCN(S(=O)(=O)c3cccs3)CC2)cc1S(=O)(=O)N(C)C
 : 14.1 | 0.6 | 5.8 | 5.8 | -2.5 | -1.4 | 0.2 | 3.4 | -5.8
- O=C1N(CC(=O)N2CCc3ccccc32)CCN1Cc1ccccc1Cl
 : 12.1 | -1.3 | 31.2 | 17.3 | -1.3 | -1.6 | -2.4 | 7.8 | 22.1
- CCc1ccc(/C=N/NC(=O)C(=O)NCCCN2CCOCC2)cc1
 : -3.3 | 0.4 | -2.2 | 2.3 | 0.9 | 18.1 | 1.5 | 6.7 | 10.4

Going on with the list:
Every second line gives: TIM10 inh | beta cell repl | tim23-1 inh | tim10-1 inh | GRIN3A LBD mod | MPTP inh | APJ agonist | APJ antag | NALP3 yeast inh
- O=[N+]([O-])c1ccc(/C=N/Nc2nc(N3CCCCCC3)nc(N3CCCCCC3)n2)o1
 : 18.8 | -5.5 | -0.9 | 36.2 | -7.4 | 0.8 | -5.4 | -21.7 | 18.2
- Cc1cc(C)nc(SCC(=O)c2ccc(F)c(C)c2)n1
 : 2.4 | -1.7 | 17.2 | -1.8 | -0.3 | 1.2 | -4.3 | 18.9 | 32.4
- CCc1nn(C(C)C(=O)NC(C)CCc2ccco2)c(=O)c2cc3occc3n12 (stereo not drawn)
 : -7.9 | 0.9 | 11.5 | 4.7 | -2.3 | -0.4 | -1.0 | -33.2 | 7.1
- Cc1csc(OCC(=O)Nc2ccc(C)c(C)c2)n1
 : -21.9 | -0.8 | 4.4 | 9.2 | -0.8 | -1.1 | -0.9 | 7.1 | 23.7
- Cc1ccccc1OCC(=O)OCC(=O)c1ccc(-c2ccccc2)cc1
 : -4.8 | -2.1 | -0.1 | 11.3 | 0.7 | -0.5 | -1.7 | 26.1 | 23.3
- O=S(=O)(c1ccccc1)N1CCC(c2ccccc2)CC1
 : 15.9 | -3.1 | 27.2 | 21.8 | -0.5 | 1.4 | -1.4 | 7.6 | 26.7
- Cc1ccc(S(=O)(=O)N(C)C)cc1NC(=O)COc1ccccc1C(=O)Nc1ccccc1
 : -2.3 | -0.2 | -8.8 | 3.7 | 4.6 | -0.5 | 2.5 | -13.4 | 12.6
- CCCC(=O)NC(NC1CCS(=O)(=O)C1)C(Cl)(Cl)Cl (stereo not drawn)
 : 5.8 | -4.2 | -7.8 | -1.1 | -2.0 | -1.2 | -1.0 | 4.5 | 9.3
- C=CCn1c(COc2ccc(F)cc2)nnc1SCC(=O)c1c[nH]c2c(CC)cccc12
 : 9.1 | -2.1 | -3.4 | 11.6 | 5.4 | 0.8 | -1.4 | -2.8 | -3.9
- COCC(=O)N1CCN(c2cccc(C(F)(F)F)c2)CC1
 : -11.4 | -1.6 | -1.7 | -6.7 | 0.2 | 2.0 | -3.8 | -19.0 | 9.6
- CCOc1ccc(CCNC(=O)COC(=O)/C=C/c2ccccc2)cc1OCC
 : 5.7 | 1.8 | 8.4 | 10.2 | 1.7 | -2.0 | 7.8 | 8.0 | 15.1
- O=S(=O)(NCCOCC(F)(F)F)c1ccc2oc3ccccc3c2c1
 : 16.8 | -2.7 | 5.6 | 19.9 | -20.0 | -0.2 | 20.4 | -17.0 | 15.4
- COc1cc2nc(Cl)nc(N3CCN(C)CC3)c2cc1OC
 : 3.6 | -0.6 | -3.9 | 1.0 | nt | nt | -2.6 | -0.4 | 23.7
- COC(=O)c1ccc(COc2ccc(/C=C/C(=O)c3ccc(OC)c(CSCC(=O)O)c3)cc2OC)cc1
 : 7.9 | -5.5 | 24.5 | 29.5 | 0.9 | -0.5 | 10.0 | 0.4 | 4.3
